Cdc42 wt GTP: changes GTP binding to wildtype human Cdc42. hit rate 0.2% among 190,000. percent activity (GTP binding), % at 10 µM. GST-Cdc42 beads, Bodipy-GTP binding, flow cytometry; actives lie on both sides;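 active = percent activity GTP binding at least 20 points away from the 100% baseline, either down as inhibitor or up as activator; inconclusive = compound flagged as likely green fluorescent from well-wide comparison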;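 also: median bead fluorescence of bound Bodipy-FL-GTP at 100 nM; 0% = excess unlabeled GTP control and 100% = no compound control; below 100% means less GTP binding so inhibitor and above means activator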
Target sequence (P60953 whole entry, looked up): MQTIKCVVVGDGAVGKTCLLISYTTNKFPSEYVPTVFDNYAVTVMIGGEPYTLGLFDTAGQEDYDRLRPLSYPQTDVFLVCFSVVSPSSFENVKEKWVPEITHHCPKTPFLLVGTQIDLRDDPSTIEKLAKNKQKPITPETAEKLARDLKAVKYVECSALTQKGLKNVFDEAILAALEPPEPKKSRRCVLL
Rac1 act GTP bind: modulators of GTP binding to human Rac1 activated mutant | GST-Rac1 activated beads, fluorescent GTP binding, flow cytometry; actives lie on both sides; 100% means binding = to untreated wells | percent activity (GTP binding), % at 10 µM | hit rate 0.11% among 190,000;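 active = GTP binding at least 20 percentage points away from the 100% baseline, in either direction, so actives lie on both sides; inconclusive = Compound likely fluorescent itself, or too few beads counted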
Pf gamet viab: P. falciparum stage V gametocyte viability inhibition. P. falciparum stage V gametocytes, ATP luminescence, 24 h. inhibition, % at 10.9 µM. hit rate 0.065% among 150,000. AID 743093;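 active = inhibition above the mean plus 3 SD of compounds within the control limits, set per campaign, cut at about 38% in these data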;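 also: 0% = DMSO wells and 100% = medium only without gametocytes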
Mcl1-Noxa inh: disrupts binding of human Mcl-1 to Noxa peptide. inhibition, % at 21.7 µM. hit rate 1.5% among 220,000. Q07820. TR-FRET Mcl-1/Noxa peptide binding, 2 h;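 active = compounds that cut the protein-peptide binding signal by more than 50% relative to plate controls in a single-dose test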;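 also: His-tagged Mcl-1 with rhodamine Noxa BH3 peptide and terbium anti-His antibody; 0% = Mcl-1 plus Noxa peptide wells and 100% = peptide-only wells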
ABCB1 inh: human ABCB1 inhibition, ABCG2 as counter-screen; hit rate 0.067% among 190,000; P08183; CCRF-Adr cells, JC-1 efflux, flow cytometry; inhibition, % at 6.6 µM; in the data active = inhibition above about 40%;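 also: 0% = vehicle and 100% = reference inhibitor; higher value means more JC-1 retained so stronger ABCB1 efflux block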
ABCG2 block: inhibitors of human ABCG2 transporter, ABCB1 counter-screen | AID 1325 | hit rate 0.1% among 190,000 | inhibition, % at 6.6 µM | Q9UNQ0 | IgMXP3 cells, JC-1 efflux, flow cytometry;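 active = inhibition above 80%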;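 also: 0% = DMSO and 100% = nicardipine control wells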
Target sequence (Q9UNQ0 whole entry, looked up): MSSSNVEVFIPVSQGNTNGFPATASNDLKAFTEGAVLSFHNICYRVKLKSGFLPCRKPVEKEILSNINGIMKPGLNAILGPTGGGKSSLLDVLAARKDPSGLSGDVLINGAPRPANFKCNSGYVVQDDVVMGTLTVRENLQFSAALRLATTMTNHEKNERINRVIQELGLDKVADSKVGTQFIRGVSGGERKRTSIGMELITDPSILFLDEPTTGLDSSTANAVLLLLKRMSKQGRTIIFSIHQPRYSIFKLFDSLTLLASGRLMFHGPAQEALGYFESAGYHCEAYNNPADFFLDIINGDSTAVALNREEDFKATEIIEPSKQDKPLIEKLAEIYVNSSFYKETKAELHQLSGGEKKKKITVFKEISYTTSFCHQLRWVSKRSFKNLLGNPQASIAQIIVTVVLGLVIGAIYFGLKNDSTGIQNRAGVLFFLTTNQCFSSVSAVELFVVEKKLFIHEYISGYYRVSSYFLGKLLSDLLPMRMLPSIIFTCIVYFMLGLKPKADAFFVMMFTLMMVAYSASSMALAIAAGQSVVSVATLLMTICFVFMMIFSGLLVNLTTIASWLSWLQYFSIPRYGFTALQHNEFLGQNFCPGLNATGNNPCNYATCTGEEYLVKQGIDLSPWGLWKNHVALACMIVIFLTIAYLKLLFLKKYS
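System: two drug-resistant human cell lines, ABCG2 and ABCB1; controls: nicardipine high and DMSO low controls; times: 10 min exposure at 25 °C with rotation, no wash; detection: flow cytometry of retained JC-1 fluorescence; read-out basis: percent efflux inhibition, scaled nicardipine 100% to DMSO 0%; doses: one concentration, 6.6 µM final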
HRas wt GTP bind: human HRas wildtype GTP binding, change in either direction; GTP binding activity, % at 10 µM; GST-Ras wt beads, Bodipy-FL-GTP binding, flow cytometry; actives lie on both sides; hit rate 0.14% among 190,000; AID 759;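 active = GTP binding activity at least 20% away from the 100% baseline, either lowered as inhibitor or raised as activator; inconclusive = flagged as likely green fluorescent, judged across all proteins in the well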;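 also: 0% = unlabeled GTP competition control and 100% = no-compound control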
Target sequence (P01112 whole entry, looked up): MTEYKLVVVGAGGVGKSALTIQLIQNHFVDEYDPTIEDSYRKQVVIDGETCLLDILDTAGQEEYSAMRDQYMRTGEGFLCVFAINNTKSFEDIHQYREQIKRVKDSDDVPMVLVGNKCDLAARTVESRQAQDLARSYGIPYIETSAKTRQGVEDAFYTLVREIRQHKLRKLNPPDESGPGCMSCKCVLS
Avidin fluor: compound fluoresces at 488/530 nm on avidin beads | compound fluorescence 488/530 nm, flow cytometry; hits give high values | fluorescence (KMESF) at 10 µM | hit rate 0.38% among 220,000; in the data active = fluorescence above about 47; also: inactives centre near 10
Rab7 wt modul: modulators of GTP binding to dog Rab7 wildtype GTPase; GST-Rab7 beads, fluorescent GTP binding, flow cytometry; actives lie on both sides; untreated = 100%, excess cold GTP = 0%; hit rate 0.055% among 190,000; GTP binding activity (percent of control), % at 10 µM;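 active = fluorescent GTP binding to Rab7 beads changed by at least 20 points from the 100% baseline, either direction, mostly lower; inconclusive = compound itself probably fluorescent, or too few beads counted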;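 also: median green fluorescence of bound Bodipy-FL-GTP per Rab7 bead population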
Rab2A wt mod: changes GTP binding to wildtype dog Rab2A, up or down; GTP binding activity, % at 10 µM; AID 760; hit rate 0.19% among 190,000; GST-Rab2 wt beads, Bodipy-GTP binding, flow cytometry;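 active = GTP binding activity at least 20 points away from 100%, either lowered or raised; inconclusive = signal likely due to the compound's own green fluorescence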;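 also: 0% = beads with excess unlabeled GTP and 100% = no-compound control corrected for plate trend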
Rac1 wt GTP bind: modulators of human Rac1 wildtype GTP binding; P63000; hit rate 0.27% among 190,000; GST-Rac1 beads, fluorescent GTP binding, flow cytometry; actives lie on both sides; 0 = cold GTP competed, 100 = untreated; GTP binding activity (% of control), % at 10 µM;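 active = GTP binding activity at least 20 points away from the 100% control level, either lower or higher; inconclusive = compound flagged as likely green fluorescent, judged across all proteins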
Numbers without * were called inactive; ? = inconclusive; · = no result given. An unsorted share of the library (roughly 2.3% active in at least one column).

SMILES | Cdc42 wt GTP | Rac1 act GTP bind | Pf gamet viab | Mcl1-Noxa inh | ABCB1 inh | ABCG2 block | HRas wt GTP bind | Avidin fluor | Rab7 wt modul | Rab2A wt mod | Rac1 wt GTP bind
CCOc1ccc(N2CC(C(=O)OC)CC2=O)cc1 (stereo unspecified) | 96 | 96 | 23 | 6 | 0.5 | 4 | 98 | 36 | 97 | 98 | 98
Cc1c(NC(=O)C(C)OC(=O)C(NC(=O)c2ccco2)C(C)C)c(=O)n(-c2ccccc2)n1C (stereo unspecified) | 105 | 100 | -12 | 10 | 0.7 | 1 | 104 | 24 | 102 | 104 | 105
COC(=O)Cc1c(C)nc2nc[nH]n2c1=O | 100 | 98 | 7 | 15 | 0.0 | 1 | 98 | 5 | 100 | 101 | 99
CCn1c(-c2ccc(-c3ccccc3)cc2)c[nH]c1=S | 99 | 97 | · | -7 | -0.9 | 0 | 97 | 11 | 98 | 97 | 99
O=C(NCc1ccc2c(c1)OCO2)c1nnc(Cc2ccc(F)cc2)o1 | 98 | 97 | · | 12 | 0.5 | 4 | 96 | 7 | 98 | 99 | 100
Cc1ccc(S(=O)(=O)Nc2ccccc2CNc2c(C)n(C)n(-c3ccccc3)c2=O)cc1 | 100 | 99 | 20 | -11 | 1.0 | 2 | 99 | 3 | 96 | 97 | 98
COc1ccc(C(=O)c2oc3nc(C)cc(C)c3c2N)cc1 | 105 | 100 | · | 17 | 0.5 | 1 | 103 | 13 | 105 | 103 | 106
O=C(CN1C(=O)C2CC=CCC2C1=O)Nc1nc2ccccc2s1 (stereo unspecified) | 94 | 95 | 5 | 1 | 0.0 | 1 | 97 | 10 | 107 | 96 | 96
O=C(O)CCCCCn1c(SCC(=O)c2ccc(O)c(O)c2)nc2ccsc2c1=O | 91 | 92 | 6 | 18 | 0.1 | 19 | 95 | 6 | 98 | 93 | 97
O=C(C1=C[C@@H](C2CC2)C[C@@H](OCc2ccc(CO)cc2)O1)N1CCOCC1 | 99 | 97 | · | -9 | 0.2 | 1 | 99 | 6 | 96 | 98 | 101
O=C(N1CCCC1)C12CC3CC(CC(C3)C1)C2 | 99 | 100 | · | 0 | -0.2 | -1 | 99 | 7 | 99 | 99 | 102
Cc1ccc(N(CC(=O)NCc2ccco2)S(=O)(=O)c2ccccc2)cc1 | 101 | 98 | · | -1 | 0.6 | 1 | 101 | 36 | 103 | 102 | 102
COCc1cc(C)nc2oc(C(=O)c3ccccc3)c(N)c12 | 96 | 96 | 15 | 3 | 1.8 | 31 | 94 | 10 | 94 | 91 | 92
NC(=O)C1CCN(C(=O)c2cc(S(=O)(=O)N3CCOCC3)ccc2Cl)CC1 | 98 | 99 | -13 | 1 | 0.5 | 2 | 98 | 15 | 103 | 98 | 98
N#Cc1ccsc1NC(=O)CCc1ccccc1 | 95 | 94 | 0 | 11 | -0.1 | 0 | 95 | 8 | 100 | 95 | 97
CCn1ncc(CNC(=O)CCCSc2nc(-c3ccco3)cc(C(F)(F)F)n2)c1C | 100 | 98 | · | 0 | 1.9 | 5 | 100 | 19 | 96 | 97 | 102
CCCCNc1nc(-c2ccccc2)nc(-n2ccnc2)n1 | 103 | 103 | · | 3 | 0.5 | 13 | 100 | 35 | 97 | 103 | 103
COc1cccc(CNn2cnnc2)c1OCc1ccccc1F | 101 | 101 | 22 | 13 | 0.8 | 15 | 102 | 11 | 103 | 100 | 103
Cc1ccc(S(=O)(=O)NC2CCOC(C)(C)C2)cc1 (stereo unspecified) | 97 | 96 | 1 | 10 | 0.3 | 1 | 97 | 4 | 96 | 95 | 97
Cc1cccc(N2C(=O)CSC23CCCCC3)c1 | 102 | 98 | · | 24 | 0.2 | 1 | 101 | 11 | 109 | 103 | 107
COc1ccc(C(=O)CSc2nnc(-c3cccnc3)n2Cc2ccco2)cc1 | 102 | 98 | · | 12 | 0.6 | 2 | 100 | 8 | 98 | 101 | 102
COc1ccc(OC)c(NC(=O)C(CC(=O)O)Cc2ccc(Cl)cc2)c1 (stereo unspecified) | 99 | 98 | · | 0 | -0.2 | -1 | 97 | 4 | 98 | 96 | 102
CCOC(=O)c1nc(NCc2ccccc2C)c2ccccc2n1 | 100 | 98 | -21 | 5 | 1.0 | 4 | 98 | 9 | 97 | 99 | 99
Cc1cccnc1NC(=O)c1cc2ccccc2oc1=O | 92 | 94 | 5 | -20 | 0.3 | 4 | 94 | 9 | 92 | 92 | 95
COC(=O)c1c(C)[nH]c(C(=O)NCc2ccco2)c1C | 96 | 94 | -16 | 18 | 1.6 | 13 | 97 | 9 | 96 | 98 | 98
O=C(CS(=O)(=O)c1cccc(C(F)(F)F)c1)Nc1ccccc1Cl | 99 | 100 | 10 | 14 | 0.1 | 1 | 100 | 10 | 104 | 100 | 103
O=C(Nc1ccc(-c2nc3ncccc3o2)cc1)c1ccco1 | 97 | 94 | -17 | 40 | 0.4 | 1 | 96 | 35 | 96 | 95 | 95
CCOc1ccc(CN(CCO)CCO)cc1[N+](=O)[O-] | 97 | 94 | · | 14 | -0.1 | 0 | 97 | 11 | 97 | 97 | 99
CCCCCCC(=O)N/N=C/c1ccco1 | 106 | 104 | 5 | 23 | 0.3 | 1 | 105 | 11 | 105 | 104 | 108
Cc1cccc(C(=O)NC(NCc2ccco2)C(Cl)(Cl)Cl)c1 (stereo unspecified) | 101 | 101 | · | -1 | 0.2 | 1 | 100 | 2 | 99 | 101 | 101

Quoted from the listing:
Rab7 wt modul result of CCOC(=O)c1nc(NCc2ccccc2C)c2ccccc2n1 → 97
ABCB1 inh result of O=C(Nc1ccc(-c2nc3ncccc3o2)cc1)c1ccco1 → 0.4
HRas wt GTP bind result of COc1ccc(C(=O)CSc2nnc(-c3cccnc3)n2Cc2ccco2)cc1 → 100
ABCB1 inh result of CCCCCCC(=O)N/N=C/c1ccco1 → 0.3
Mcl1-Noxa inh result of O=C(CS(=O)(=O)c1cccc(C(F)(F)F)c1)Nc1ccccc1Cl → 14

New compounds follow
SMILES | Cdc42 wt GTP | Rac1 act GTP bind | Pf gamet viab | Mcl1-Noxa inh | ABCB1 inh | ABCG2 block | HRas wt GTP bind | Avidin fluor | Rab7 wt modul | Rab2A wt mod | Rac1 wt GTP bind
O=C(C(=O)N1CCCc2ccccc21)c1c[nH]c2ccccc12 | 100 | 98 | 17 | 3 | 0.8 | 6 | 100 | 7 | 102 | 101 | 102
COC1CCCCC1Nc1cccc(SC)c1 (stereo unspecified) | 103 | 102 | · | 13 | 0.1 | 1 | 103 | 10 | 104 | 106 | 107
CC(CCc1ccccc1)NC(=O)C1CCN(S(=O)(=O)N2CCOCC2)CC1 (stereo unspecified) | 99 | 98 | 14 | -3 | 0.2 | 0 | 100 | 11 | 101 | 97 | 106
CCOC(=O)Cc1csc(NC(NC(=O)CC)(C(F)(F)F)C(F)(F)F)n1 | 97 | 97 | -6 | 11 | -2.2 | -2 | 96 | 6 | 97 | 95 | 100
COc1ccc(-c2noc(CN3CCCCC3)n2)cc1OC | 100 | 96 | · | 9 | 0.2 | 1 | 98 | 29 | 96 | 96 | 100
COc1ccc2cc3cc(C(=O)NCCc4ccc(OC)c(OC)c4)oc3nc2c1 | ? | ? | · | 15 | 0.9 | 4 | ? | 36 | ? | ? | ?
CC(C)N1CCN(Cc2ccoc2)CC1CCO (stereo unspecified) | 107 | 102 | -24 | 20 | 0.6 | 0 | 102 | 10 | 102 | 101 | 107
Cc1[nH]ccc(=O)c1OCc1ccccc1 | 105 | 101 | -13 | 7 | 0.0 | 0 | 105 | 4 | 104 | 106 | 107
CCOC(=O)NC1(C(F)(F)F)C(=O)N(Cc2ccccn2)C2=C1C(=O)CC(C)(C)C2 (stereo unspecified) | 101 | 98 | 10 | -5 | 0.0 | 0 | 98 | 8 | 95 | 97 | 100
O=C(c1cccs1)N1CCC(c2nc3c(nnn3Cc3ccccc3)c(=O)[nH]2)CC1 | 103 | 99 | · | 5 | -0.1 | 0 | 99 | 7 | 97 | 96 | 101

Grouped by structure: the entries above containing a COOH group (2)
SMILES | Cdc42 wt GTP | Rac1 act GTP bind | Pf gamet viab | Mcl1-Noxa inh | ABCB1 inh | ABCG2 block | HRas wt GTP bind | Avidin fluor | Rab7 wt modul | Rab2A wt mod | Rac1 wt GTP bind
O=C(O)CCCCCn1c(SCC(=O)c2ccc(O)c(O)c2)nc2ccsc2c1=O | 91 | 92 | 6 | 18 | 0.1 | 19 | 95 | 6 | 98 | 93 | 97
COc1ccc(OC)c(NC(=O)C(CC(=O)O)Cc2ccc(Cl)cc2)c1 (stereo unspecified) | 99 | 98 | · | 0 | -0.2 | -1 | 97 | 4 | 98 | 96 | 102

Continued.
SMILES | Cdc42 wt GTP | Rac1 act GTP bind | Pf gamet viab | Mcl1-Noxa inh | ABCB1 inh | ABCG2 block | HRas wt GTP bind | Avidin fluor | Rab7 wt modul | Rab2A wt mod | Rac1 wt GTP bind
CCOC(=O)c1nc(S(C)(=O)=O)ncc1Cl | 107 | 101 | · | 19 | 0.8 | 3 | 106 | 17 | 102 | 102 | 108
COc1ccc(C2C(C#N)=C(N)Oc3c2sc2nc(C)cc(C)c32)cc1 (stereo unspecified) | 96 | 96 | · | 17 | 0.4 | 2 | 98 | 89* | 97 | 96 | 100
CN(C)CCCN(Cc1ccccc1)C(=S)Nc1ccc(OC(F)F)cc1 | 102 | 97 | -1 | 2 | 0.5 | 6 | 100 | 23 | 100 | 101 | 105
CCN1C(=O)/C(=C\N(C(C)=O)c2ccccc2)OC1=S | 98 | 97 | · | -1 | 1.1 | 4 | 99 | 5 | 100 | 97 | 102
C=CCNC(=S)N/N=C/c1ccc(N(CC)Cc2ccccc2)cc1 | 100 | 99 | 13 | 12 | -0.2 | -3 | 99 | 3 | 97 | 99 | 103
Cc1ccc(NC(=S)NCCC(c2ccccc2)c2ccccc2)c(C)c1 | 101 | 96 | · | 1 | 0.3 | 3 | 99 | 29 | 100 | 98 | 106
CC(=O)Nc1ccc(/C=N\NC(=O)CNS(=O)(=O)c2ccc([N+](=O)[O-])cc2)cc1 | 93 | 95 | · | 15 | 0.7 | 2 | 93 | 9 | 89 | 92 | 94
O=C(COC(=O)c1ccc([N+](=O)[O-])o1)Nc1cccc2ccccc12 | 99 | 96 | -37 | 10 | -0.1 | 1 | 98 | 9 | 99 | 97 | 99

Bioassay records (PubChem BioAssay)
